KinaseGlo FLuc: Counterscreen for Luciferase (Kinase-Glo TM) Inhibition | Luciferin 4-monooxygenase (Photuris pensylvanica), Q27757 | Potency, µM (doses to about 38.3 µM), for inactives: at the top dose activity change, negative = inhibition, usual class: inhibitors | Kinase-Glo luciferase, ATP luminescence, 8 min | 0.28% of 200,000 active; note: potency is the fitted concentration of half-maximal effect; % is set by controls: 0 for no effect and ±100 for the full control effect; nearly all actives have a fitted effect of over 60% in size
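Kinase-Glo luciferase light output from ATP and luciferin was measured with 10 uM ATP, within the enzyme's linear range. Buffer: 50 mM imidazole pH 7.2, 50 mM KCl, 7 mM MgCl2, 0.01% Tween 20, 0.05% BSA; luminescence read after 8 min at ambient temperature.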
Lamin A splicing: qHTS Assay for Modulators of Lamin A Splicing | HeLa LMNA splicing GFP/RFP minigene ratio, 48 h | Potency, µM (top dose mostly 46.1 µM), without a hit: at the highest dose ratio change, negative = inhibition, hits mostly inhibitors | 0.01% of 200,000 active | AID 1487, 2009; active = well fitted inhibition curve with a large enough effect in the signal ratio, with a control signal flat, not every such curve was filed as active; inconclusive = small, poorly fitted or top-dose-only effect, or effect the other way, or a change in a side signal; the % refers to the signal ratio; note: potency is the fitted concentration of half-maximal effect; % is set by controls: 0 for no effect and ±100 for the full control effect
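S3 HeLa cells stably expressing lamin A-EGFP splicing minigene plus DsRed2, 600 cells/well, 48 h compound exposure at 37C. Laser-scanning cytometry; analysed as GFP (500-530 nm)/RFP (575-640 nm) total intensity ratio; 0.5% DMSO vehicle.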
IMPase Li inh: qHTS Assay for Identifying the Cell-Membrane Permeable IMPase Inhibitors: Potentiation with Lithium. CHO-M1 cells, IP1 TR-FRET (IP-One), carbachol + lithium. Potency, µM (top dose mostly 59.4 µM), without a hit: at the highest dose activity, negative = IMPase inhibition, hits mostly inhibitors. 0.35% of 210,000 active;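 note: IP1 builds up when IMPase is blocked and the TR-FRET signal falls; potency is the fitted concentration of half-maximal effect; plate controls were basal vehicle for no effect and high inhibitor control for full effect; nearly all actives have a fitted effect of over 50% in size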
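Lithium-sensitised IP1 accumulation assay; M1-expressing CHO cells treated 30 min at 37C with compound. Competitive antibody detection by time-resolved FRET followed a 10 min room-temperature lysis step.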
HTT aggregate: qHTS Multiplex Assay to Identify Dual Action Probes in a Cell Model of Huntington: Aggregate Formation (GFP); PC12 HttQ103-GFP aggregates, Acumen cytometry, 40 h; Potency, µM (top dose mostly 46.1 µM), inactives show at the highest dose activity change, negative = inhibition, hits mostly inhibitors; 1.1% of 220,000 active; note: potency is the fitted concentration of half-maximal effect; % is set by controls: 0 for no effect and ±100 for the full control effect; nearly all actives have a fitted effect of over 60% in size
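PC12/HTTQ103-GFP, ecdysone-inducible; teb 100 nM; cpd qHTS titration; GFP aggregates read on laser cytometer, Ex 488/Em 500-530 nm.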
HTT cytoprotect: qHTS Multiplex Assay to Identify Dual Action Probes in a Cell Model of Huntington: Cytoprotection (ATP); Potency, µM (highest dose often 56.4 µM), without a hit: cytoprotection (ATP increase), actives largely listed as activators; 0.14% of 230,000 active; AID 1471, 2008; PC12 HTT-Q103 induced, cytoprotection, ATP luminescence, 40 h;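 note: potency is the fitted concentration of half-maximal effect; % of control where 0% means no effect; nearly all actives have a fitted effect of over 45% in size; toxic huntingtin expression switched on by the ecdysone agonist tebufenozide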
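Rat PC12, Q103 Htt exon1-GFP fusion, ecdysone promoter; tebufenozide inducer 100 nM final; compound titration; qHTS, 1500 cells/well; ATPlite luminescent read.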
CBFb-RUNX1 inh: qHTS Assay for Compounds Blocking the Interaction Between CBF-beta and RUNX1 for the Treatment of Acute Myeloid Leukemia; AID 1477, 2009; AlphaScreen CBFb-His/RUNX1-biotin binding, biochemical; Potency, µM (top dose mostly 59.8 µM), without a hit: at the top dose activity, negative = inhibition, most hits filed as inhibitors; 230,000 tested, under 10 active; note: % of control where 0% means no effect
Target sequence (Q01196 whole entry, looked up): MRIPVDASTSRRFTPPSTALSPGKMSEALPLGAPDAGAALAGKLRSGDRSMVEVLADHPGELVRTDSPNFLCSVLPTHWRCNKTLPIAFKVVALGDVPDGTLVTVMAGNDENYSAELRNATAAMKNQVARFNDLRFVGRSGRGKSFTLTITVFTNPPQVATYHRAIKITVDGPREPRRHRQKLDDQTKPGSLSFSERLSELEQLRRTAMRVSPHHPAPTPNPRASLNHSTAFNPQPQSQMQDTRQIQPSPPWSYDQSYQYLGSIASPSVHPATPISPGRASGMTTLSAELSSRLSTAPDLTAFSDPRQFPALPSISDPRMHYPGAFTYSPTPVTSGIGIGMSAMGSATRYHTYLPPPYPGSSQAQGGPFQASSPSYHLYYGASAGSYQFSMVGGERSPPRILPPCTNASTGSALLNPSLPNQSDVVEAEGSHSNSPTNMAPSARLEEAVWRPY
Target sequence (Q13951 whole entry, looked up): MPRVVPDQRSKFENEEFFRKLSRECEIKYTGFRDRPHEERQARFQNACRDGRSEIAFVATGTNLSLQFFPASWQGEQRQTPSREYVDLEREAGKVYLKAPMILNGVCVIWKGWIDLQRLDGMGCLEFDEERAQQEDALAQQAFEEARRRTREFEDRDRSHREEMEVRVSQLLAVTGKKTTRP
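Read-out: AlphaScreen. Format: His-CBF-beta with biotinylated RUNX1 (30 nM each) preincubated 20 min, compound 15 min, Ni-chelate plus streptavidin beads 90 min; room temperature throughout.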
SMN2 splice up: qHTS Assay for Enhancers of SMN2 Splice Variant Expression; 2.8% of 210,000 active; HEK293 SMN2-luciferase splicing reporter, luminescence, 30-36 h; Potency, µM (doses to about 46.1 µM), for the others: at the highest dose activity change, positive = activation, hits mostly activators; note: potency is the fitted concentration of half-maximal effect; % of control where 0% means no effect; nearly all actives have a fitted effect of over 55% in size
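HEK293 cells carry an SMN2 […]–luciferase reporter in which exon 7 inclusion puts luciferase in frame. Cells were plated 10-12 h before compound addition, then incubated 30-36 h at 37C. ONE-Glo luminescence was read; sodium butyrate at 4.5 mM final served as control.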
* marks the source's active call; other numbers are inactive results; ? = inconclusive; . = not tested or not shown; [ ] = another dose, or the depositor's remark. Unless noted, calls come from the whole dose curve; as a rule, active = well fitted curve in the direction sought with a large enough effect; inconclusive = small, poorly fitted or top-dose-only effect, or another doubt; inactive = no such curve, though single readings can be large; an effect the other way counts as inactive or inconclusive.

SMILES | IMPase Li inh | KinaseGlo FLuc | HTT aggregate | SMN2 splice up | HTT cytoprotect | Lamin A splicing | CBFb-RUNX1 inh
N#C/C(=C\c1c(N2CCOCC2)nc2ccccn2c1=O)S(=O)(=O)c1ccccc1 | -4%[38.3 µM] | 6% | -3% | 16% | -3% | -2% | -3%
CC(OC(=O)CCc1nc2ccccc2[nH]c1=O)C(=O)c1ccccc1 (configuration not stated) | -1%[38.3 µM] | -4% | 18% | -9% | 4% | -3% | -5%
CCOC(=O)c1cnn(-c2nc(-c3cccc(F)c3)cs2)c1C(F)(F)F | 8%[38.3 µM] | -2% | -4% | -5% | -22% | -1% | 26%
COc1cc(C(=O)OC2CCN(C)CC2)cc(OC)c1OC | 15%[38.3 µM] | -5% | 16% | . | -5% | 5% | 3%
Cc1onc(-c2ccccc2Cl)c1C(=O)N1CCN=C1SCc1cccnc1 | -3%[38.3 µM] | -1% | 5% | -12% | 1% | 2% | -1%
O=C(O)CCCN1C(=O)/C(=C\c2ccco2)SC1=S | 6% | -8% | 22%[9.22 µM] | . | 10%[10 µM] | 3%[46 µM] | ?
O=c1[nH]c(CSc2ncc(C(F)(F)F)cc2Cl)nc2cc(C(F)(F)F)ccc12 | . | . | -33%[9.22 µM] | . | 2%[10 µM] | . | -2%
COc1ccc(-c2nnc(SCc3nc4ccccc4s3)n2C(C)C)cc1 | 49%[activator][38.3 µM] | 2% | ? | 29% | -23% | ? | -6%
COc1ccccc1NC(=S)N1C2CCC1CC(NC(=O)NC13CC4CC(CC(C4)C1)C3)C2 (configuration not stated) | 7%[38.3 µM] | -7% | -8% | 0% | -21% | 0% | -9%
O=C(CSc1nc2ccccc2s1)Nc1cc(S(=O)(=O)N2CCOCC2)ccc1O | 1% | 0% | -2% | -8% | -24%[10 µM] | ? | -17%
Nc1cc(=O)[nH]c(SCC(=O)NNC(=O)Cc2ccccc2)n1 | -6% | 3% | 2% | 11% | -48%[inhibitor] | ? | ?
Cc1ccc(OCC(=O)Nc2cccc3nsnc23)c(C)c1 | 15%[38.3 µM] | -4% | 8% | ? | 18% | 4% | 11%
Fc1ccc2[nH]c3c(N4CCN(c5ccccc5)CC4)ncnc3c2c1 | 51%[activator][38.3 µM] | -2% | 22µM* | -68%[inhibitor] | 30%[1.9 µM] | ? | -3%
Cc1cccc(NC(=O)c2ccc(S(=O)(=O)C(F)F)cc2)c1C | -1% | 1% | ? | 14% | -17%[10 µM] | -16% | 8%
Cc1ccccc1Nc1nc(N)nc(CSc2n[nH]c(N)n2)n1 | . | . | 0%[9.22 µM] | . | 26%[10 µM] | . | 4%
C=CCn1c(-c2ccc3[nH]c(C)c(C)c3c2)n[nH]c1=S | -28%[38.3 µM] | 1% | -12% | -5% | -2% | ? | -5%
Cc1nnc(NC(=O)C2CCN(c3cnccn3)CC2)s1 | -4%[38.3 µM] | -5% | -2% | 0% | 1% | 6% | 3%
CNC(=O)c1cc2ccc(OC)cc2oc1=O | -1%[38.3 µM] | -1% | 0% | -3% | -15% | 8% | 18%
CN(C)CC1CCCCC1OC(=O)c1ccc(Br)cc1 (configuration not stated) | 7% | -3% | 1% | -3% | -30%[inhibitor] | . | 0%
N#Cc1c2c(c(-n3cnc4ccccc43)n3c1nc1ccccc13)CCC2 | -26%[38.3 µM] | -3% | -8% | -28% | -7% | 5% | -2%
CC(NC(=O)C1(S(=O)(=O)c2ccc(Cl)cc2)CC1)c1ccccc1 (configuration not stated) | -2% | -2% | 10% | 6% | 10%[10 µM] | -8% | 7%
CC(C)C[C@H](NC(=O)c1nc[nH]c1C(=O)NC(c1ccccc1)c1ccccc1)C(=O)OCc1ccccc1 | 6% | . | 3%[9.22 µM] | . | 4%[10 µM] | . | 11%
Cc1ccc(-n2ncc(-c3nn[nH]n3)c2N)cc1 | . | . | 0%[9.22 µM] | . | 11%[10 µM] | . | 5%
O=C1C=CC(=O)N1c1ccc(I)cc1Cl | . | . | -19%[9.22 µM] | . | 16%[10 µM] | . | 13%
Cc1ccc(NC(=O)COC(=O)Cn2c(C)csc2=O)cc1 | 2%[38.3 µM] | 0% | 39%[9.22 µM] | 9% | 4% | 1% | 2%
N#CCCCn1c(=O)oc2ccccc21 | 1% | 2% | 10%[9.22 µM] | -5% | 24%[10 µM] | ? | 7%
CC(C)OC(=O)Cn1nnc(-c2ccccc2)n1 | 14%[38.3 µM] | 2% | -7%[1.84 µM] | -6% | 30% | 3% | 2%
C[C@H]1C[C@@H]2[C@@H]([C@@H](O)C[C@@]3(C)[C@H]2CC[C@]3(O)C(=O)CO)[C@@]2(C)C=CC(=O)C=C12 | 13% | -4%[17.1 µM] | 1%[20.6 µM] | 8%[20.6 µM] | -28%[17.1 µM] | ? | 0%[21.7 µM]
COc1ccc2nc3oc(C(=O)Nc4ccc(OC)c(OC)c4)cc3cc2c1 | 11%[38.3 µM] | -1% | 9% | 4% | 11% | 4% | 2%
Cc1ccccc1NC(=O)/C=C/c1cccs1 | -2% | -23% | 11% | 13µM* | -52%[inhibitor] | -10%[46 µM] | 22%
O=c1c(-c2cc(F)cc(F)c2)nc2cncnc2n1Cc1ccccc1Cl | 21% | . | . | . | -28% | ? | .
Cn1c(=O)c(CCc2ccccc2)nc2cnc(OCc3ccccc3)nc21 | 3% | . | . | . | -59%[inhibitor] | ? | .
COc1ccc(C(=O)/C=C/c2ccc(OC)c(O)c2)c(F)c1 | -1% | -1% | -6% | -16% | 10%[10 µM] | ? | 6%
CCn1c(SCC(=O)NNC(=O)Cc2ccccc2)nnc1-c1ccccc1 | 5%[38.3 µM] | 1% | 4% | 2% | -17% | 14%[0.0737 µM] | 4%
Cc1ccc(NC(=O)CCCc2nc3ccccc3s2)c(O)c1 | -10% | 3% | ? | 17% | 27% | 6%[46 µM] | 4%
CCOC(=O)c1c(/N=C/c2cc(OC)cc([N+](=O)[O-])c2O)sc(C)c1C | 6% | -16% | 18% | -11% | -3%[10 µM] | -18% | -11%
Oc1ccccc1C(=S)N1CCCCC1 | -5%[38.3 µM] | -3% | -8% | -1% | -14% | 7% | -3%
CC(C)CCN(C(=S)NC(=O)C1CCCCC1)c1c(N)n(Cc2ccccc2)c(=O)[nH]c1=O | 3% | -3% | 14% | 11% | -18% | -26%[46 µM] | 6%
CCOc1ccc(NS(=O)(=O)c2ccc3c(c2)oc(=O)n3C)cc1 | -9%[38.3 µM] | 1% | ? | -6% | 5%[10 µM] | ? | 6%
C=CCOc1ccc(CNc2nn[nH]n2)cc1 | . | . | 4% | . | -5%[10 µM] | 13% | 1%
O=C(NCCNC(=O)c1ccccc1)c1ccccc1 | . | . | -1%[9.22 µM] | . | -10%[10 µM] | . | 12%
Cc1cccn2cc(CNC(=O)CC3CCCC3)nc12 | 17%[38.3 µM] | -4% | -7% | 30% | -2% | 10% | 3%
CCC(C)[C@H](NC(=O)NCc1cccs1)C(=O)OC (some centres not stated) | 1%[38.3 µM] | 3% | -2% | -23% | -2% | -1% | -3%
O=C(O)CCC(=O)N1c2ccccc2NC2=C(C(=O)CC(c3ccc(F)cc3)C2)C1c1ccc([N+](=O)[O-])o1 (configuration not stated) | 6% | -6% | -8%[9.22 µM] | . | -44%[10 µM] | 13%[46 µM] | -1%
Cc1noc(NS(=O)(=O)c2ccc(N/C=C/C(=O)c3ccccc3)cc2)c1C | 17%[38.3 µM] | -4% | -6% | 21% | -12% | 20% | 3%
O=C(Nc1ccc(S(=O)(=O)N2CCCC2)cc1)c1ccc(CN2CCOCC2)cc1 | 2%[38.3 µM] | 1% | -18% | -49%[inhibitor] | -28% | 5% | -1%
CCOC(=O)C1=C(C)N(CC)C(=S)NC1c1ccc(Cl)cc1 (configuration not stated) | 5% | -1% | -8% | -4% | 5%[10 µM] | -14% | 1%
COc1cc(/C=N/n2cnnc2)ccc1OCc1ccccc1 | -11%[38.3 µM] | -5% | ? | 8% | -21% | -7% | 0%
CCN(CC)CCNC(=O)CCCNC(=O)Cn1cnc2sc(C)c(C)c2c1=O | 4%[38.3 µM] | 0% | 15% | -3% | 3% | -7% | 3%
Cn1nnc2ccccc2c1=O | -4% | 1% | -1% | -1% | -12% | 3%[46 µM] | -5%
COc1ccccc1NC(=O)c1sc2ncn(Cc3ccccc3C)c(=O)c2c1C | ? | -3% | 9% | -22% | 12% | -7% | -6%
O=C(/C=C/c1cccc(Cl)c1)NCCc1ccccc1 | 4% | 5% | -15% | 15% | -15%[10 µM] | 5% | -4%
O=C(O)Cc1ccc(O)c(F)c1 | 4% | 1% | -11% | -21% | . | -1% | -11%
Cc1c(C(=O)OC(C)C)sc(N)c1C(=O)OC(C)C | 15% | -1% | -6% | 24% | -20%[10 µM] | ? | -4%
CC(=O)Nc1nc(C)c(Oc2ccc(Cl)cc2)c(=O)[nH]1 | . | . | -2%[9.22 µM] | . | -7%[10 µM] | . | 4%
COc1ccc(N2CC(C(=O)Nc3nnc(SCc4ccccn4)s3)CC2=O)cc1 (configuration not stated) | -1% | 6% | -10% | 16% | 7%[10 µM] | -7% | -8%
Cc1ccc(S(=O)(=O)N2CCN(CC(=O)N/N=C/c3ccco3)CC2)cc1 | -3% | -2% | -3% | -2% | -1%[10 µM] | -9% | 7%
O=C(CSCc1ccccc1)NCCCN1CCOCC1 | -1% | 4% | 12% | . | -5% | 8%[46 µM] | 8%
COc1ccc(OC)c(NC(=O)CSc2nnnn2-c2ccccc2F)c1 | 8%[38.3 µM] | -2% | -10% | -17% | -4% | ? | -3%
